# APOBEC3G inh: inhibitors of human APOBEC3G DNA deaminase; inhibition, % at 20 µM; hit rate 0.28% among 330,000; AID 493012; recombinant A3G, ssDNA deamination FAM/TAMRA fluorescence; Q9HC16;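 active means inhibition of at least 40% at 20 µM, with no more than 30% in the related APOBEC3A deaminase screen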;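 further: plate controls were DMSO wells with A3G for no effect and wells lacking A3G enzyme for full effect; some compounds called inactive have numbers as strong as hits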
# Target sequence (Q9HC16 whole entry, looked up): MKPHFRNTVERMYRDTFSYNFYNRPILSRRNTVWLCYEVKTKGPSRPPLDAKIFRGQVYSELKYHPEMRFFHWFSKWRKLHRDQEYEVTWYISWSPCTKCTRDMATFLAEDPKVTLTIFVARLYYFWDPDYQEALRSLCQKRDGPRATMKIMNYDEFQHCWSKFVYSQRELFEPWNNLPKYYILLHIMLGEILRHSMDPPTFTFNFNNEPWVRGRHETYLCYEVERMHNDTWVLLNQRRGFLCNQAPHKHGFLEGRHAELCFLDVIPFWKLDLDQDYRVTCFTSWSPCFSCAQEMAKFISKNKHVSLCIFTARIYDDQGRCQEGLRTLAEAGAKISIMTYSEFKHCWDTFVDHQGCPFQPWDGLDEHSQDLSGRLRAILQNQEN
# NR3A LBD binder: modulators (binders) of human NR3A ligand-binding domain. NR3A LBD differential scanning fluorimetry, Tm shift; 0% = protein alone, 100% = glycine-bound protein. Tm shift relative to glycine control, % at 25 µM. hit rate 2.5% among 340,000. AID 1259313;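 active means melting temperature shift of at least 10% of the positive control shift, at one fixed dose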
# EBI2 antag: antagonists of human EBI2 receptor | EBI2 beta-arrestin recruitment, luminescence, 7a,25-OHC stimulated | hit rate 0.81% among 360,000 | inhibition, % at 5 µM | P32249 | AID 651636; in the data active means inhibition above about 38%;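 further: enzyme fragment complementation signal reports receptor beta-arrestin coupling in cells; 0% = agonist plus DMSO wells and 100% = wells without agonist; some results beyond the cut were filed as inactive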
# Target sequence (P32249 whole entry, looked up, the tested form may be a part): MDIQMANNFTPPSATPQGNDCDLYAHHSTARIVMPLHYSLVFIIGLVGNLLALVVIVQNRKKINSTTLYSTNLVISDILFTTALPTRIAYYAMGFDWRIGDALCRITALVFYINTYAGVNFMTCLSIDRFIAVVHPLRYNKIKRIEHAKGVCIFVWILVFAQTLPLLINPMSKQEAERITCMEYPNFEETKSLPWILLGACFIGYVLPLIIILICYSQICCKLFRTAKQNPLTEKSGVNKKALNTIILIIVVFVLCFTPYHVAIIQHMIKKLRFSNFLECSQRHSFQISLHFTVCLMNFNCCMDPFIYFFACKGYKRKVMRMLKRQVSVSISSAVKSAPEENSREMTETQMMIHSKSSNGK
# CCR6 antag: blocks CCL20-driven beta-arrestin recruitment at human CCR6 | CHO-K1 CCR6 PathHunter beta-arrestin, luminescence, CCL20-stimulated | AID 493098 | P51684 | inhibition, % at 20 µM | hit rate 0.49% among 340,000;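 active means compounds whose inhibition of the agonist-driven luminescence signal at 20 µM reaches about 50%, limit read from the data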;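 further: cells stimulated with CCL20 at 14 nM final; plate controls were DMSO with CCL20 for no effect and DMSO without agonist for full effect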
# CXCR6 block: CXCR6 (human) receptor inhibition. inhibition, % at 20 µM. O00574. hit rate 0.36% among 360,000. CHO-K1 PathHunter CXCR6 beta-arrestin, luminescence. AID 602244; in the data active means inhibition above about 34%, passing the limit was not always enough;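 further: antagonist mode with CXCL16 agonist at 10 nM final; 0% = 10 nM CXCL16 with DMSO and 100% = unstimulated wells without agonist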
# Target sequence (O00574 whole entry, looked up): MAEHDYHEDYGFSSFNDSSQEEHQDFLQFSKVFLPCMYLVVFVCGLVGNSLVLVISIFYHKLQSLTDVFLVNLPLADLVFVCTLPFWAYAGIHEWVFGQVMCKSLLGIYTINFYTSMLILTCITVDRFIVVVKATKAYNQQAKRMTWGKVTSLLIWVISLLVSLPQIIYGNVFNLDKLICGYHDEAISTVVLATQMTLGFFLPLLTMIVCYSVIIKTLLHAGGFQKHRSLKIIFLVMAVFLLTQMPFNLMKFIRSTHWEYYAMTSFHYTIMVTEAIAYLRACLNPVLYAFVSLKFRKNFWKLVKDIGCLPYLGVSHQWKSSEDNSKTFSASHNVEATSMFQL
# APOBEC3A inh: inhibitors of human APOBEC3A DNA deaminase; inhibition, % at 20 µM; recombinant A3A, FAM/TAMRA ssDNA deamination fluorescence; AID 493011; hit rate 0.41% among 330,000;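 active means at least 40% inhibition at 20 µM here, with at most 30% in a related deaminase screen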;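 further: plate controls were A3A with DMSO for no effect and wells lacking A3A enzyme for full effect; some results filed as inactive read as strong as hits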
# Gli-Sufu antag: blocks Gli-Sufu signaling in a luciferase reporter; inhibition, % at 5 µM; hit rate 0.74% among 340,000; Sufu-KO-LIGHT fibroblasts, Gli luciferase reporter luminescence; AID 588413;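 active means inhibition above about 55%, limit read from the data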;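 further: 0% = DMSO-treated cells and 100% = wells with medium but no cells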
# MPTP inh: blocks calcium-induced mitochondrial swelling; isolated mouse mitochondria, Ca2+ swelling absorbance, 30 min; hit rate 1.4% among 360,000; AID 602449; inhibition, % at 10 µM;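 active means inhibition of 50% or more, scaled per plate between neutral and stimulator controls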;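 further: 0% = DMSO wells given calcium and 100% = 1 mM EGTA wells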
# Active calls of the source: *; / = not tested or not shown.
entry	Compound	APOBEC3G inh	NR3A LBD binder	EBI2 antag	CCR6 antag	CXCR6 block	APOBEC3A inh	Gli-Sufu antag	MPTP inh
1	COc1ccccc1N1CCN(C(=S)NC(=O)/C=C/c2ccc(F)cc2)CC1	2	-2	54*	14	5	-4	2	1.8
2	CCN1CCCC1CNC(=O)C(=O)NC(C)C (centres undefined)	-12	2	-1	-1	0	2	-3	-0.8
3	COc1ccc(CNC(=O)C2CCC(=O)N(CCCN3CCCC3=O)C2)c(OC)c1 (centres undefined)	-6	-3	-5	-8	-2	-6	-4	-2.4
4	Cc1ccc(NC(=O)C2CC(=O)n3ncnc3N2)cc1C (centres undefined)	-1	1	0	7	-6	2	-2	0.6
5	O=C(N/N=C/c1cccn1-c1ccc([N+](=O)[O-])cc1)c1cccnc1	-6	0	-10	3	11	0	14	1.8
6	CCN(CC)S(=O)(=O)c1ccc(OC)nc1	-4	-2	-33	0	-1	1	5	0.0
7	O=C(COC(=O)/C=C/c1ccc(F)cc1)Nc1cccc(S(=O)(=O)N2CCCC2)c1	3	-5	20	-3	4	7	1	0.6
8	CCCCn1nc2cc(C(=O)NCc3ccc(OC(F)(F)F)cc3)ccc2c1OC	-5	-4	23	8	12	-3	0	0.0
9	O=C(NNC(=O)c1sc2cccc(Cl)c2c1Cl)Nc1ccccc1	-4	0	-2	10	7	-4	1	2.5
10	CCOCCCNC(=O)CCc1nnc2ccc(N3CCCCC3)nn12	-5	0	-3	-2	-5	0	1	1.9
11	CC(c1ccccn1)C(C)(O)C(C)c1ccccn1 (centres undefined)	/	2	-12	8	-4	/	-2	0.5
12	CCCCC(=O)NC(c1ccccc1Cl)c1c(O)ccc2ccccc12 (centres undefined)	-4	1	8	7	-8	-3	0	42
13	CS/C(=N\S(=O)(=O)c1cccs1)Nc1ccc(F)cc1	-8	0	2	1	2	-2	-4	0.0
14	O=C(COC(=O)/C=C/c1ccc([N+](=O)[O-])cc1)NCC1CCCCC1	-7	0	2	12	-9	-3	-10	-1.1
15	Cc1cc(NC(=O)CSc2nc3ccsc3c(=O)n2CCCC(=O)NCCc2ccccc2)no1	-6	0	-2	9	18	-3	9	-5.2
16	Cc1[nH]c2ccc(F)cc2c(=O)c1SC(F)(F)C(F)F	0	-1	1	-27	-1	-1	1	6.0
17	Cc1ccc[n+](CC(=O)c2ccc(-c3ccccc3)cc2)c1	-5	-2	-9	6	-1	-4	4	-0.9
18	O=Cc1ccc(-c2cc(Cl)ccc2Cl)[nH]1	-3	-1	-2	-4	5	-2	6	0.5
19	COc1cc2cc(CN(CCO)C(=O)c3cccs3)c(=O)[nH]c2cc1OC	2	0	-12	6	-2	3	2	-2.5
20	COc1ccc([C@@H]2[C@@H]3C(=O)N(C(C)(C)C)C(=O)[C@@H]3[C@]3(C)C(=O)N(c4cccc(Br)c4)C(=O)N23)cc1	-5	-13	-4	0	3	1	-3	1.0
21	CN(C)S(=O)(=O)c1cccc(NC(=O)c2cc(=O)[nH]c3ccccc23)c1	-4	0	-12	13	3	3	-2	-0.2
22	COc1ccccc1C(=O)Nc1cc2cc(Br)ccc2oc1=O	2	1	15	-15	8	1	2	-0.4
23	Cc1ccc(OCC(=O)NNC(=S)NC(=O)c2cccs2)c(C)c1	-11	-2	-9	55*	37	-5	-29	3.2
24	CCCN1CCC(=O)N([C@H](CO)CC(C)C)CC1	-10	0	-1	18	-3	-2	1	-2.3
25	O=c1[nH]cnc(O)c1N=Nc1ccccc1	-7	-2	-1	-6	-8	-1	23	1.8
26	Cc1nc(N2CCCCC2)c2c(C)c(C(=O)Nc3cccc(C(F)(F)F)c3)sc2n1	-6	5	53*	-33	-12	3	-8	84*
27	Cc1occc1-c1nnc(SCC(=O)NCc2cccs2)n1-c1ccc(F)cc1	-6	-10	1	12	10	-6	-3	1.2
28	Cc1ccc(N(C)C(=O)c2ccc3c(Cl)c4c(nc3c2)CCC4)cc1C	-5	-3	10	23	8	-3	-40	-1.7
29	Cc1ccc(S(=O)(=O)NCCCNS(=O)(=O)c2ccc(C)cc2)cc1	-2	1	-5	1	-2	1	-6	-0.5
30	Cc1cc(C)c2c(n1)sc1c(=O)n(Cc3ccccc3Cl)nnc12	/	1	-2	11	6	/	0	-1.4
31	COc1cccc2cc(C(=O)Oc3ccc(NC(C)=O)cc3)c(=O)oc12	-5	-2	-3	6	10	0	8	-0.1
32	Cn1c(=O)oc2cc(S(=O)(=O)N3CCC(N4CCCCC4)CC3)ccc21	2	0	-2	0	-6	8	8	-0.9
33	C#CCOCCOCCOCCNc1nc(N2CCOCC2)nc(N2CCN(C(=O)[C@H](Cc3ccc(O)cc3)n3cc([C@@H](N)CC(C)C)nn3)CC2)n1	-3	0	-20	-2	-10	-3	-7	1.2
34	O=C(O)C1CCCCC1C(=O)NCCCc1ccccc1 (centres undefined)	-5	1	-14	1	-6	0	0	-0.1
35	COc1ccc(OC)c(N(CC(=O)NCc2ccccn2)S(C)(=O)=O)c1	2	-1	-9	4	-5	2	-2	-1.4
36	CC1CCN(CCC(=O)Nc2nccs2)CC1	-8	2	0	0	5	-3	-4	2.1
37	Nc1ccccc1SCCS(=O)(=O)c1ccc(Cl)cc1	11	0	-5	-1	1	-5	5	1.5
38	COc1cc(/C=C2\SC(=S)N(CC(=O)Nc3ccc(O)cc3)C2=O)cc(OC)c1OC	/	13*	25	16	16	/	5	2.5
39	COc1ccc(N/C=C2\CCOC2=O)cc1	-5	1	-2	11	-7	-5	-2	-1.4
40	Nc1cc(=O)[nH]c(SCC(=O)c2ccc(F)cc2)n1	-5	0	-14	10	1	2	3	0.4
41	CCCC(=O)Nc1ccc(NC(=S)NC(=O)c2cccs2)cc1	-4	2	-3	36	8	-1	-37	2.4
42	COc1ccc(C(=O)Nc2cccc(C(C)=O)c2)c(OC)c1OC	-2	0	4	3	2	-1	-8	-1.6
43	Cc1ccc(-n2c(SCC(=O)N/N=C/c3c(C)nn(-c4ccccc4)c3C)nc3ccccc3c2=O)cc1	-12	0	12	-1	-7	1	3	0.0
44	COC(=O)c1ccc(NC(=O)c2cccc(C)c2)cc1	-4	-1	-5	8	2	-5	-2	0.8
45	O=C(Cn1cc2c(n1)CCCC2)NCCCN1CCN(Cc2ccccc2)CC1	-4	0	-9	3	4	3	-4	-2.0
46	CSCCC(NC(=O)c1ccccc1Cl)C(=O)N1CCCCCCC1 (centres undefined)	-8	2	1	8	3	-5	6	-0.7
47	OCCOCCn1c(C2CCCN2c2nc(-c3ccc(F)cc3)cs2)nc2cc(Cl)c(Cl)cc21 (centres undefined)	-6	-1	11	7	6	2	15	1.5
48	Cc1ccc(-c2nn3c(C)nnc3c3ccccc23)cc1S(=O)(=O)NCCN1CCOCC1	-2	0	-10	2	3	1	16	0.6
49	Cc1occc1C(=O)Nc1cccc([N+](=O)[O-])c1	-14	-1	-12	11	11	-1	-3	2.4
50	NS(=O)(=O)c1cccc(NC(=O)COC(=O)/C=C/c2ccco2)c1	-5	0	-2	11	8	9	-7	1.2
51	COc1cccc(NC(=S)NC(C)c2ccc(OC)c(OC)c2)c1 (centres undefined)	-10	1	-3	22	5	-6	6	1.4
52	COCc1nc2ccccc2n1Cc1ccccc1Br	-7	-2	13	-2	8	0	7	0.7
53	Cc1ccc(N(C(=O)Cc2c[nH]c3ccccc23)C(C(=O)NC2CCCCC2)c2ccco2)cc1 (centres undefined)	-4	2	-1	-2	2	-2	6	1.2
54	COc1ccc(C2C(C#N)=C(N)Oc3cc(C)n(Cc4ccco4)c(=O)c32)cc1 (centres undefined)	5	-3	-4	7	0	10	-8	-1.3
55	CN(C)Cc1nnnn1-c1ccccc1	-2	2	-14	0	-6	-2	-1	-0.2
56	COc1ccc(CC(=O)NCC2CCCN(Cc3ccc(OC(F)(F)F)cc3)C2)cc1 (centres undefined)	10	0	4	12	-4	5	1	0.1
57	CN1C(=O)c2ccc(C(=O)NCc3ccco3)cc2C1=O	5	2	1	2	-7	2	10	0.0
58	Cc1cc(C(=O)NCc2ccc(S(N)(=O)=O)cc2)cs1	0	-2	5	6	-1	2	3	-1.2
59	Cn1cccc1/C=N/NC(=O)c1cc(-c2cccs2)nc2ccccc12	-1	-7	-20	19	-11	0	-1	-2.3
60	CCOC(=O)c1ccccc1NC(=O)CSc1nc(N)cc(N)n1	-8	1	8	7	0	-5	2	0.9

# (next part)
entry	Compound	APOBEC3G inh	NR3A LBD binder	EBI2 antag	CCR6 antag	CXCR6 block	APOBEC3A inh	Gli-Sufu antag	MPTP inh
61	Cc1c(NC(=S)N/N=C/c2cccc(O)c2)c(=O)n(-c2ccccc2)n1C	-2	-1	-9	-5	-13	-3	18	-0.6
62	O=C(CSc1nnc(C2CC2)n1C1CC1)c1ccc(F)cc1	-4	1	-2	1	1	-3	-17	-0.6
63	COc1cccc(CNC(=O)c2ccc(S(=O)(=O)N3CCOCC3)cc2)c1	-7	3	0	10	-9	-2	1	-0.2
64	CCOC(=O)CNC(=O)Nc1nnc(-c2ccc(OCC)cc2)o1	-7	0	-3	-27	7	-2	2	-0.9
65	Cc1ccc(CNC(=O)C2CCC(CNc3c(N4CCOCC4)c(=O)c3=O)CC2)cc1 (centres undefined)	-5	-1	15	-1	-5	-2	4	1.2
66	Cc1ccc(OCC(O)CN2CCOCC2)cc1C (centres undefined)	2	-2	-7	6	-4	0	3	0.4
67	Nc1ccccc1NC(=O)c1ccccc1N	-5	-2	-3	-1	-8	-4	1	-0.1
68	Cc1ccc(S(=O)(=O)NN2C(=O)/C(=C/c3cccs3)SC2=S)cc1	-7	-3	0	14	11	-5	4	6.5
69	Cc1ccc(-n2c(Cc3cccn3C)nnc2SCC(=O)NCc2ccc3c(c2)OCO3)cc1	-7	-1	45*	-6	9	-1	-6	0.1
70	CC(=O)NC1C(=O)N=C(SCC(=O)Nc2ccc(C(F)(F)F)cc2Cl)NC1=O (centres undefined)	-10	1	1	-11	3	-2	-9	-0.7
71	Nc1cc2[nH]c(=O)c3ccccc3c2cc1[N+](=O)[O-]	/	-3	4	13	4	/	-11	0.1
72	Cc1nc2ccc(NC(=O)c3oc4ccc(F)cc4c3C)cc2s1	4	-10	-3	9	2	14	-17	1.7
73	Fc1c(F)c(C(F)(F)F)c(F)c(F)c1N/N=C\c1cccs1	-1	22*	-26	-19	-20	4	7	87*
74	CCOC(=O)c1c(S(=O)(=O)NCc2ccc(C)o2)c(C)n(C)c1C	-8	-1	3	7	-6	-9	-6	0.4
75	COC(=O)c1cc(S(=O)(=O)N2CCCCC2)ccc1N1CCOCC1	-6	-2	-3	5	-6	-4	-7	-0.6
76	COc1cccc(/C=C/C(=O)OCC(=O)NCCCc2ccccc2)c1OC	-6	1	-7	14	3	-3	-5	0.5
77	CCN(CC)S(=O)(=O)c1ccc(NC(=O)CC(NC(C)=O)c2ccccc2)cc1 (centres undefined)	-3	-1	4	-1	-2	-2	-21	7.3
78	C[C@H](CO)N1C[C@H](C)[C@@H](CN(C)S(=O)(=O)c2ccc(F)cc2)Oc2c(NC(=O)c3ccncc3)cccc2C1=O	/	-2	-4	5	2	/	-7	-0.5
79	Cc1ccc(-n2nc(-c3ccc(N)cc3)cc2N)cc1	-8	0	1	6	-7	-2	-40	-0.6
80	O=c1c2ccccc2n2c(-c3cccc(F)c3)nnc2n1Cc1ccccc1	-3	-1	2	12	6	-2	-5	-0.8
81	COc1ccccc1CNC(=O)COC(=O)c1cc(S(=O)(=O)N2CCOCC2)ccc1Cl	-6	0	-5	-7	-1	1	-17	-2.3
82	CC(=O)c1ccc(OCC(=O)N2CCCC2c2ccc3c(c2)OCCCO3)cc1 (centres undefined)	-3	2	-14	8	-2	0	-2	-1.1
83	CC(C)C(=O)N1CCN(c2ccc(NC(=O)c3ccc4c(c3)OCCO4)cc2)CC1	-8	0	3	2	-4	1	1	-0.4

# Screening results: PubChem BioAssay, Sanford-Burnham Center for Chemical Genomics
